DAX1 inh-1: NR0B1 (DAX1) inhibition; P51843; HEK293 Gal4-DAX1 luciferase reporter, luminescence; inhibition, % at 6.75 µM; 0.99% of 340,000 active; AID 504766;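 active means inhibition above the mean over all tested compounds plus 3 SD, cut at about 4.2% in these data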;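 further: 0% = DAX1-transfected cells with DMSO and 100% = empty-vector control cells with DMSO; inhibition shows as a rise in luminescence from relieved DAX1 repression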
Target sequence (P51843 207-470 limits assumed): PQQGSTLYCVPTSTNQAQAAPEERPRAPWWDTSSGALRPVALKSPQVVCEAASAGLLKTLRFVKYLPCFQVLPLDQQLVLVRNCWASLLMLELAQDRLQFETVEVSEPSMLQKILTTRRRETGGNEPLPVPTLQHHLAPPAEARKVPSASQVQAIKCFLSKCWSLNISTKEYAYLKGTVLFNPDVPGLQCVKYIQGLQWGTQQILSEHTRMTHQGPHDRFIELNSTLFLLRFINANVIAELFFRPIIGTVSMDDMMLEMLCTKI
PG9 binder: PG9 antibody binding by small molecule. TR-FRET gp120-PG9 antibody binding. 0.43% of 360,000 active. AID 624416. inhibition, % at 6.7 µM; in the data active means inhibition above about 8.5%
hcDAF-12 act: H. contortus DAF-12 activation, primary screen. 1.4% of 370,000 active. HEK293 hcDAF-12 lit1-tk-luc reporter, luminescence; 0% DMSO, 100% Δ7-dafachronic acid. activation, % at 6.8 µM;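 active means activation above the mean of all tested compounds plus 3 SD, cut at about 5.5% in these data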;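 further: 100% = response to 3 µM Δ7-dafachronic acid high control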
ssDAF12 agonist: activates DAF-12 receptor from parasite S. stercoralis | 1% of 370,000 active | activation, % at 6.8 µM | HEK293 ssDAF-12/GRIP1 lit1-tk-luc reporter, luminescence; % of 3 µM dafachronic acid response;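 active means activation above the mean over all tested compounds plus 3 SD, cut at about 0.9% in these data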;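 further: 0% = DMSO-only wells and 100% = 3 µM delta7-dafachronic acid wells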
NR1D1 modulator: modulates human Rev-erb alpha binding to DNA | AID 1259318 | 0.79% of 370,000 active | P20393 | Rev-erbα–FITC-DNA binding, fluorescence polarization, 90 min | activity, % at 10 µM;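 active means activity above about 14%, limit read from the data; passing the limit was not always enough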;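 further: 0% = DMSO wells with 35 nM protein and 100% = DMSO wells with 750 nM protein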
hgDAF-12 ag: activates the H. glycines DAF-12 receptor ligand-binding domain; AID 687014; HEK293 GAL4-hgDAF12 UAS-luciferase reporter, agonist luminescence; normalized to butyrate control; 1.8% of 370,000 active; activation, % at 6.8 µM;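 active means activation above a cutoff set at the mean of all screened compounds plus 3 SD, cut at about 10% in these data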;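 further: 0% = DMSO wells and 100% = sodium butyrate wells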
SMARCA2 activ: increases SMARCA2 function in MMTV reporter cells; MG213 cells, MMTV-luciferase reporter, dexamethasone, overnight; activation, % at 9.1 µM; 1% of 370,000 active; in the data active means activation above about 7.8%;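 further: 0% = vehicle wells and 100% = reference activator wells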
PLCb3 inh: PLC-beta3 (human) inhibition, primary screen. Q01970. Purified PLC-beta3, fluorogenic substrate, fluorescence. inhibition, % at 12.2 µM. 0.18% of 370,000 active; in the data active means inhibition above about 11%;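 further: 0% = median of compound wells on plate and 100% = full blocker control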
FXN GAA850 act: increases GAA850 frataxin promoter reporter activity | HEK293 lucGAA850 FXN promoter luciferase reporter, 24 h; percent of 10 µM SAHA response | activation, % at 6 µM | 0.56% of 360,000 active;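 active means activation above the average of all compounds screened plus 3 SD, cutoff fixed separately per campaign, cut at about 7.5% in these data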;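 further: 0% = DMSO wells and 100% = 10 µM SAHA wells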
DAX1 inh-2: DAX1 (NR0B1) inhibition, primary screen; HEK293T StAR-luciferase reporter, SF-1/DAX-1 repression relief; 1.1% of 370,000 active; inhibition, % at 6.8 µM; AID 652010;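 active means inhibition above the mean over all tested compounds plus 3 SD, cut at about 3.6% in these data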;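 further: 0% = DAX-1 cells with DMSO and 100% = cells lacking DAX-1 with DMSO; higher inhibition means more luminescence from relief of DAX-1 repression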
HGIII-sPLA2 inh: Inhibits HGIII-sPLA2 liposome hydrolysis, primary screen. Q9NZ20. QFRET BODIPY PC-A2 liposome hydrolysis, fluorescence. inhibition, % at 12.2 µM. 0.56% of 370,000 active. AID 743126;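 active means inhibition above mean plus 3 SD of compounds lying within the high and low control bounds, cut at about 19% in these data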;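 further: 0% = median of test compound wells and 100% = no enzyme DMSO wells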
Target sequence (Q9NZ20 whole entry, looked up): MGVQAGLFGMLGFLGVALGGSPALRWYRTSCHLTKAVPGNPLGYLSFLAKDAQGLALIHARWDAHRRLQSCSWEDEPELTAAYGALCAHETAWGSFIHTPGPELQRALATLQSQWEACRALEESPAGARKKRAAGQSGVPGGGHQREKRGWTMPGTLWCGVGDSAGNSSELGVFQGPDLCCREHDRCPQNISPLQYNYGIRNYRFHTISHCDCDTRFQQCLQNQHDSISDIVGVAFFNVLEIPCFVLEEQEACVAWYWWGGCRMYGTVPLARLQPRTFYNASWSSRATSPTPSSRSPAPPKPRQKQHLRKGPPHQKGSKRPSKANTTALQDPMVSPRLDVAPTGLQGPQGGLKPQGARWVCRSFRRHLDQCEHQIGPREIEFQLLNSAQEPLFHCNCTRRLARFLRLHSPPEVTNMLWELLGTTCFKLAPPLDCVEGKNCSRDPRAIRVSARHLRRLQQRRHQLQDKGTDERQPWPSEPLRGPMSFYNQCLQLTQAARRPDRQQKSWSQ
* = called active by the depositor; i = inactive; · = no result given. Random draw from the library (roughly 7% active in at least one column).

SMILES	DAX1 inh-1	PG9 binder	hcDAF-12 act	ssDAF12 agonist	NR1D1 modulator	hgDAF-12 ag	SMARCA2 activ	PLCb3 inh	FXN GAA850 act	DAX1 inh-2	HGIII-sPLA2 inh
O=C(CNC(=O)c1ccco1)OCc1ccccc1F	1.0	-0.3	0.0	-0.7	-5	-1.3	-4	-1	0.1	0.4	14
C[C@H](CO)N1C[C@H](C)[C@@H](CN(C)Cc2ccccn2)Oc2ncc(-c3ccccc3)cc2C1=O	2.4	0.5	-0.2	-1.4	-1	2.6	-3	2	1.7	1.2	1
O=C(Nc1ccccc1Cc1ccccc1)C1CC(=O)N(c2ccc3c(c2)OCCO3)C1 (configuration not stated)	0.1	-2.5	0.2	-1.2	1	0.8	-3	1	-3.1	0.1	2
NC(=S)N/N=C1\CC(n2nnn(-c3cccc(Cl)c3)c2=S)C2COC1O2 (configuration not stated)	0.4	3.8	-0.4	-1.3	-3	4.3	-3	-3	-0.7	0.4	9
CCCCCCCCN1C(=O)[C@@H](CC(=O)N2CCSCC2)C[C@@]2(C(=O)OC)C1=C[C@H](C(C)(C)C)O[C@@H]2C	·	-0.5	0.3	-0.9	-1	1.3	-1	2	·	-0.8	1
Nc1c(C(=O)OCC(=O)Nc2ccc(Cl)cc2[N+](=O)[O-])[nH]c(=O)[nH]c1=O	0.3	-4.2	-0.7	-1.3	-1	7.6	-3	-5	1.9	0.0	4
Cc1ccc(C)n1NC(=O)c1cccc(Cl)c1	-0.3	-0.8	-1.5	-1.2	-2	-1.0	-1	-1	-1.6	-0.3	-5
COc1ccccc1CCn1c(N)cc(=O)[nH]c1=O	-0.4	0.6	0.1	-0.7	4	-0.1	-1	2	-0.8	0.1	8
Cc1ccc(/C([O-])=C(/C(=S)NCc2ccccc2)[n+]2ccccc2)cc1[N+](=O)[O-]	0.2	-2.2	-1.5	-1.9	1	1.9	0	-10	-0.2	0.7	0
COC(=O)c1c(NC(=O)/C=C/c2ccco2)sc2c1CCC2	-0.1	-1.1	1.4	-1.1	-6	1.8	-3	-5	3.8	-0.4	6
COC(=O)c1ccc(C)c(NC(=O)CCSc2ccc(C)cc2)c1	-1.3	-1.4	-2.5	-1.7	3	-6.5	4	4	-1.2	0.0	-8
COC(=O)c1[nH]c2ccc(F)cc2c1NS(=O)(=O)c1ccc(OC)cc1OC	-0.4	-1.1	1.8	1.1*	-2	3.4	3	-3	-1.7	-0.1	-14
CCCC1(c2ccccc2)NC(=O)N(CC(=O)Nc2cc(S(=O)(=O)N3CCOCC3)ccc2Cl)C1=O (configuration not stated)	0.1	-0.2	-1.1	-1.9	1	-2.8	0	-2	0.2	1.3	-6
COc1ccc(Oc2nc(OC)cc(OC)n2)cc1	-0.7	-2.9	-1.2	-0.4	-7	-0.2	2	2	-1.8	-0.3	0
Cc1ccccc1C(=O)NC1CCN(C(=O)N2CCOCC2)CC1	-0.3	1.3	0.3	-0.2	2	-0.8	0	-2	3.8	-0.4	8
Cc1ccc2c(c1)COc1c3ccc(C(=O)NC(C)C)cc3nn1-2	-0.3	-0.7	1.6	-1.0	2	7.3	3	-155	3.4	1.6	-2
O=C(NN=Cc1c(O)ccc2ccccc12)c1ccc2c(c1)OCO2	0.5	2.3	-3.0	-0.8	-4	-3.0	-5	-39	-4.9	-2.4	37*
O=C1OC(c2ccc(Cl)cc2)=N/C1=C\C=C\c1ccco1	-0.2	-1.9	0.9	-0.8	-1	-2.9	-1	-27	1.5	0.1	-3
O=C(CN(c1cccc([N+](=O)[O-])c1)S(=O)(=O)c1ccccc1)NCc1ccccc1	-0.2	-1.7	-3.9	-0.7	7	1.8	-1	2	-3.3	-0.1	-14
O=C1N(Cc2cccc(Cl)c2)C[C@@H]2C[C@@H](c3ccco3)N3CCC[C@@]123	-0.1	-1.0	-0.6	-0.5	-1	-0.6	-1	-3	1.8	-0.8	-3
CC(=O)Nc1cc(C(=O)N2CCCC2)ccc1Sc1ccc(C)cc1	-1.0	-1.0	3.9	-0.8	-5	0.2	-2	2	-4.7	-1.0	-2
COc1ccc(NC(=O)COC(=O)Cc2ccsc2)c(OC)c1	0.8	0.6	-0.9	-1.3	7	5.8	5	2	-0.6	-1.0	-12
CCCCn1c(SCC(=O)NC(C)(C)C)nnc1-c1ccco1	0.9	0.6	-1.5	-1.1	1	-2.1	-2	3	-1.1	0.3	2
CCOc1ccc(NS(=O)(=O)c2ccc3c(c2)CCN3C(=O)CCC(=O)O)cc1	-0.5	-1.0	-1.2	-1.5	2	-0.2	-5	3	2.6	-0.3	-4
Cc1cccc(S(=O)(=O)Nc2ccc3c(c2)OCCO3)c1	0.5	0.7	-0.9	-1.2	5	-2.2	1	-5	-1.1	-1.1	-5

Continuation:
SMILES	DAX1 inh-1	PG9 binder	hcDAF-12 act	ssDAF12 agonist	NR1D1 modulator	hgDAF-12 ag	SMARCA2 activ	PLCb3 inh	FXN GAA850 act	DAX1 inh-2	HGIII-sPLA2 inh
CN(CCNC(=O)c1c[nH]c2c1ccc1ccccc12)CCNC(=O)c1c[nH]c2c1ccc1ccccc12	0.8	-1.8	2.4	-0.2	-5	6.7	4	-117	0.7	0.2	-18
O=C1c2cccc3cccc(c23)N1CN1CCN(c2ccccn2)CC1	0.5	-2.0	-0.7	-0.7	5	1.1	1	i	3.1	0.1	1
O=C(NC1CCCCC1)N1CCN(S(=O)(=O)c2ccc(F)cc2)CC1	0.6	-2.8	-0.5	-1.2	3	2.2	-1	1	2.4	-0.2	-3
Cc1ccc(C(=O)N(C)c2nnc(-c3ccncc3)s2)cc1	-0.7	0.8	-0.2	-1.3	-2	7.8	0	3	2.3	2.4	-1
Cc1cc(Nc2ccc(Br)cc2)nc(-c2ccccc2O)n1	0.1	1.5	-0.5	-0.9	-1	-1.6	-1	-42	-0.6	-0.8	4
C[C@H](CO)N1C[C@H](C)[C@@H](CN(C)C(=O)Nc2ccc3c(c2)OCO3)OCc2cn(nn2)CCCC1=O	·	0.5	2.1	-0.3	8	-2.2	0	-26	·	0.1	6
Cc1ccc(-c2noc(CSc3nnc(-c4cccs4)n3C)n2)cc1	0.1	0.5	-0.2	-1.3	2	-0.2	-3	1	0.2	-0.7	-1
Cn1c(N)c(C(=O)COC(=O)C2(c3cccc(F)c3)CCCC2)c(=O)n(C)c1=O	0.2	0.1	-1.2	-1.3	-8	-1.7	2	5	-4.5	0.3	2
O=C(NCCN1CCOCC1)c1cc(-c2ccccc2)nc2ccccc12	1.4	-0.4	-0.6	-1.3	2	-2.4	5	-4	-0.7	-1.5	-2
CCOC(=O)/C(C#N)=C1/C=CN(C)C(C)=N1	0.6	-1.1	-0.7	-1.1	5	1.8	-1	8	-1.6	0.6	-2
Cc1ccc2nc(SCc3nc4ccccc4c(=O)[nH]3)[nH]c2c1	0.5	-0.4	4.1	-0.6	-5	11*	8	-40	5.2	2.1	-11
CCCCn1c(SCC(=O)NC2CC2)nc2ccccc2c1=O	2.0	1.2	0.0	-0.9	-4	1.2	-1	-6	2.1	-0.8	7
COc1cccc(C(=O)N(C)CC(=O)Nc2ccc(F)c(F)c2F)c1	0.8	-1.3	-1.8	-0.9	-2	2.2	0	-3	1.1	-0.3	2
O=C(COc1ccc2ccc(=O)oc2c1)OCc1ccccc1	2.7	0.4	-1.2	-1.3	4	-0.2	0	-4	2.0	0.1	-1
Cc1nn(-c2ccc(F)cc2)c(Cl)c1/C=C/C(=O)N1CCNC(=O)C1	-1.1	-1.3	-1.0	-0.5	6	1.7	7	4	2.0	-0.5	4
FC(F)(F)c1cccc(Cc2noc(CN3CCCCC3c3ccccn3)n2)c1 (configuration not stated)	0.3	-3.1	0.0	-1.5	4	0.1	-2	6	2.1	0.5	-5
CC(Sc1nncn1C)C(=O)NCCC1=CCCCC1 (configuration not stated)	-0.7	0.5	-0.4	-0.5	1	-5.2	5	5	0.1	-0.7	-4
CC(=O)c1ccc(S(=O)(=O)NC2CC(=O)N(c3ccc(Cl)cc3)C2)cc1 (configuration not stated)	-1.4	1.6	0.2	-1.2	0	-1.9	-1	3	-0.2	-1.4	-2
O=C(O)c1nn(CC(=O)N2CCN(c3ncc(C(F)(F)F)cc3Cl)CC2)c(=O)c2ccccc12	0.9	-0.3	-1.4	-1.8	-2	2.2	-4	-9	-0.2	0.0	1
CCNC(=S)N(CCc1c(C)[nH]c2ccc(C)cc12)Cc1cccnc1	-0.3	-0.5	-2.3	-1.3	0	-1.7	-2	-18	0.7	-0.3	-3
COC(=O)c1c(C)nsc1NC(=O)Oc1ccccc1	-0.3	0.5	-1.4	-1.2	-2	4.3	-1	-3	-0.2	-0.6	1
Cc1ccc2[nH]c(-c3ccccc3)c(CN3CCOCC3)c(=O)c2c1	2.0	0.7	-1.5	-1.3	3	1.0	1	-1	1.8	0.6	-3
COc1ccc(NC(=O)CCc2nc(-c3ccc(C)cc3)no2)cc1Cl	0.3	-2.3	0.3	-1.0	-2	-0.5	1	3	2.0	0.7	-2
CC(/C=C/c1ccco1)=N\NC(=O)c1cc(C)[nH]n1	0.8	-3.5	-1.3	-0.9	1	-0.6	1	-21	2.2	-0.2	-7
CCCCn1c(N)c(-c2nc3ccccc3s2)c2c([N+](=O)[O-])nn(CC)c(=O)c21	-0.2	0.6	-0.9	-1.2	4	0.5	-3	-15	2.0	-0.7	-2

Next section.
SMILES	DAX1 inh-1	PG9 binder	hcDAF-12 act	ssDAF12 agonist	NR1D1 modulator	hgDAF-12 ag	SMARCA2 activ	PLCb3 inh	FXN GAA850 act	DAX1 inh-2	HGIII-sPLA2 inh
CCOC(=O)C1C(=O)OC2(CCCC2)C1C(=O)OCC (configuration not stated)	-0.3	-2.4	-1.9	-0.5	0	-1.3	4	4	0.1	-0.3	3
Cc1cc(C)cc(N/C(N)=N/c2nc(C)cc(C)n2)c1	0.1	-1.2	-2.2	-1.9	1	0.9	-3	2	-3.9	-0.1	5
COc1ccc(NC(=O)C23CC4CC(C2)CC(c2ccc(C)cc2)(C4)C3)cc1	-0.3	-1.4	0.2	-0.8	-3	2.1	3	3	-0.7	-0.3	1
Cc1ccnc(N2CCCC(C(=O)Nc3cccc(C)c3C)C2)n1 (configuration not stated)	-0.5	0.6	-1.7	-1.0	-3	-0.4	7	-4	2.1	0.2	1
CCOC(=O)C1=C(COC(=O)COc2ccccc2C(C)C)NC(=O)NC1C (configuration not stated)	-0.5	0.7	-1.0	-0.8	-1	-0.3	-5	-4	0.6	-0.1	9
COCC(C)n1c(C)cc(C(=O)COc2ccc(N(C)S(=O)(=O)c3ccc(NC(C)=O)cc3)cc2)c1C (configuration not stated)	-1.1	0.5	-0.4	-1.1	-7	-3.7	-1	1	-0.8	-1.6	-7
CN(Cc1ccon1)Cc1cn(C)nc1-c1ccc2c(c1)OCCO2	1.4	0.0	-0.3	-0.6	-5	1.0	-1	4	2.1	-0.1	0
CC(C)C(=O)Nc1nnc(SCc2cccc(F)c2)s1	0.5	-0.8	-1.1	-1.2	-3	1.4	-2	-1	3.9	-0.1	2
COc1ccc2c(c1)C(c1ccc(C)o1)=NNC(c1cccnc1)=N2	0.1	-1.7	-0.8	-1.7	3	2.0	0	-22	-0.4	-1.1	-2
CC(=O)Nc1nc(C)c(Oc2ccc(Cl)cc2Cl)c(=O)[nH]1	1.9	1.6	1.1	-1.0	-3	-1.1	4	-2	-1.2	0.0	-1
